Growth percent in the NCI-60 one-dose screen (48 h, 10 µM unless noted): 100 = growth as untreated, 0 = no growth, -100 = all killed.
NCI/ADR-RES: NCI/ADR-RES ovarian cells; 81,000 tested, 4.4% active
NCI-H322M: NCI-H322M lung cancer; 80,000 tested, 2.7% active
KM12: KM12 colon cancer cells; 82,000 tested, 5% active; AID 1794800
NCI-H522: NCI-H522 lung cancer. 78,000 tested, 8% active
NCI-H226: NCI-H226 lung cancer. 79,000 tested, 3.5% active
IGROV1: IGROV1 ovarian cancer. 79,000 tested, 4.7% active. AID 1794786
NCI-H460: NCI-H460 lung cancer | AID 1794736 | 82,000 tested, 6.8% active
COLO 205: COLO 205 colon cancer. 79,000 tested, 7.3% active
NCI-H23: NCI-H23 lung cancer | 80,000 tested, 4% active | AID 1794731
An asterisk follows results filed as active; . = no result given; & = joins results of further samples. The calls were made as follows: active = growth percent below 10; inactive = the rest.

SMILES | NCI/ADR-RES | NCI-H322M | KM12 | NCI-H522 | NCI-H226 | IGROV1 | NCI-H460 | COLO 205 | NCI-H23
CCN(CC)CCN1C(=O)c2cccc3c(-c4ccc5c(c4)ncn5C4CCCCC4)ccc(c23)C1=O | 22 | 43 | 24 | 21 | -30* | 28 | -31* | -20* | 20
COc1ccc2c(c1)c(-c1nn3cc(-c4nccs4)nc3s1)cn2C | 96 | 90 | 93 | 97 | 100 | 98 | 99 | 110 | 94
O=C(O)COc1ccc2ccccc2c1 | 102 | 101 | 103 | 115 | 99 | 109 | 108 | 120 | 101
NC(=O)c1[nH]cnc1/N=N/N1CCCC1 | 99 | 113 | 111 | 95 | 90 | 96 | 94 | 93 | 99
COc1ccc(-c2nc(SCCC(C)C)nc(N/N=C(/C)c3cccc(OC)c3)c2C#N)cc1 | 93 | 86 | 90 | 90 | 92 | 79 | 96 | 100 | 90
Cc1ccc(-n2cc(/C=C/C(=O)c3ccc(Br)cc3)c(-c3ccc(S(C)(=O)=O)cc3)n2)cc1 | 95 | 97 | 90 | 88 | 103 | 88 | 88 | 107 | 96
CCCCCCCCCCCCCCCCO | 102 | 95 | 95 | 89 | . | 104 | 102 | 98 | 100
O=C(c1nnc(NCc2ccccc2)o1)c1c[nH]c2ccccc12 | 115 | 91 | 55 | 88 | 93 | 80 | 70 | 102 | 89
Clc1ccc(Cc2nnc3sc(-c4ccc5c(c4)OCCO5)nn23)cc1 | 98 | 91 | 99 | 98 | 96 | 98 | 106 | 112 | 92
CC(Oc1ccc(Cl)cc1)c1ccccc1 (stereo not drawn) | 103 | 87 | 103 | 103 | 93 | 96 | 104 | 105 | 102
COc1cccc(/C=C/c2nc3ccccc3c(=O)n2CC(=O)Nc2ccc(Cl)cc2)c1 | 69 | 75 | 78 | 97 | 55 | 77 | 47 | 86 | 83
NS(=O)(=O)Oc1ccc(-c2cn3ccsc3n2)cc1 | 102 | 104 | 103 | 96 | 104 | 107 | 106 | 117 | 100
FC(F)(F)c1ccc(-c2nn[nH]n2)cc1 | 102 | 110 | 102 | 111 | 111 | 123 | 108 | 106 | 94
CC(Cl)C(=O)OCCCc1ccccc1 (stereo not drawn) | 110 | 110 | 107 | 102 | 102 | 117 | 101 | 108 | 102
CC(CCc1ccc(O)cc1)NCC(O)c1ccc(O)cc1 (stereo not drawn) | . | . | 107 | . | 107 | 122 | 105 | 115 | 107
O=C(C(=Cc1ccccc1)C(=O)c1ccccc1)c1ccccc1 | 84&54 | 110&90 | 89&48 | 69&75 | 98&68 | 117&75 | 96&33 | 124 | 95&67
CC(O)COc1ccc(Cl)cc1Cl (stereo not drawn) | 113 | 125 | 110 | . | 108 | 118 | 110 | 104 | 106
COc1ccc(C/C(C)=C(/c2ccc(OCCN3CCCCCC3)cc2)c2ccc(OC(=O)NCc3ccccc3)cc2)cc1 | 87 | 93 | 81 | 75 | 101 | 93 | 71 | 86 | 86
O=C(NCc1cn(Cc2cccc(Oc3ccccc3)c2)nn1)c1cccnc1Nc1cccc(F)c1 | 76 | 91 | 70 | 89 | 110 | 98 | 108 | 115 | 91
CCCCCCCCCCCCCCCCC1CC(=O)OC1=O (stereo not drawn) | 113 | 114 | 108 | 99 | 103 | 124 | 118 | 111 | 107
NS(=O)(=O)c1ccc(Nc2ccccc2)c([N+](=O)[O-])c1 | 118 | 106 | 103 | 96 | 93 | . | 106 | 112 | 107
CC(=O)C1CCC2C3CC(C)C4=CC(=O)CCC4(C)C3(F)C(=O)CC12C (stereo not drawn) | 94 | 96 | 102 | . | 99 | 96 | 108 | 103 | 106
COc1ccc(/C=N/N2CN(C(CC(N)=O)C(=O)O)P(Nc3ncccn3)N=C2N)cc1OC (stereo not drawn) | 96 | 91 | 103 | 94 | 92 | 101 | 103 | 106 | 101
C/C(=N/NC(N)=S)c1sc(Nc2ccccc2O)nc1C | 91 | 97 | 103 | 69 | 90 | 88 | 104 | 113 | 92
COc1ncnc2c1cnn2C | 104 | 116 | 103 | . | 106 | 110 | 106 | 104 | 106
CN1CCN(C(=O)N2c3ccccc3Sc3ccccc32)CC1 | 95 | 93 | 93 | 89 | 89 | 102 | 112 | 89 | 100
CCOc1c(C#N)c(Nc2ccc(S(N)(=O)=O)cc2)c(C#N)c(=O)n1S(=O)(=O)c1ccc(C)cc1 | 106 | 102 | 102 | 94 | 96 | 104 | 104 | 114 | 101
COc1ccc(C(C)=O)cc1OCc1ccccc1 | 98&104 | 100&108 | 101&108 | 98&105 | 91 | 99&106 | 106&109 | 108&120 | 96&87
Nc1cc(C(F)(F)F)cc(C(F)(F)F)c1 | 104 | 96 | 110 | 103 | 113 | 125 | 126 | 126 | 103
Cc1csc(/N=C(N)/N=C(\N)c2ccc(Cl)cc2)n1 | 99 | 93 | 94 | 98 | 95 | 95 | 103 | 112 | 90
c1csc(-c2ccc(CNc3c4ccccc4nc4ccccc34)cc2)c1 | 11 | 51 | 26 | 29 | 69 | 10 | 13 | 5.1* | 38
O=C1c2c(O)cccc2[C@@H](O[C@@H]2O[C@H](CO)[C@H](O)[C@@H](O)[C@H]2O)c2cc(CO)cc(O)c21 | 103 | 111 | 112 | 100 | 103 | 109 | 107 | 124 | .
CC1=NNC(=O)CC1 | 106&104 | 102&134 | 111&143 | 102&91 | 95&105 | 112&89 | 110&101 | 125&104 | 110&97
C=C(C)C(=O)OCC[N+](CC)(CC)CC | 106 | 119 | 111 | 79 | 98 | 115 | 104 | 114 | 108
CCN(CC)CCC/C(C)=N\O | 95 | 105 | 103 | 103 | 93 | 102 | 101 | 108 | 94
Cc1ccc(-c2ccc(Cl)cc2)n1-c1ccc(-c2nc3ccc(F)cc3s2)cc1 | 89 | 85 | 93 | 93 | 83 | 84 | 99 | 108 | 82
CC/C(=C(/c1ccc(Cl)cc1)c1ccc(OCCN2CCCCC2)cc1)c1ccc(OC)cc1 | 72 | 81 | 39 | 65 | 81 | 80 | 32 | 40 | 51
Oc1ccc(C=NC2CCCCC2)cc1 | 102 | 90 | 112 | 105 | 119 | 105 | 109 | 151 | 101
COc1ccc(-n2c(SCCc3c[nH]c4ccccc34)nnc2-c2ccncc2)cc1 | 91 | 91 | 104 | 96 | 93 | 93 | 101 | 111 | 98
O=C(O)C1C2C=CC(O2)C1C(=O)Nc1ccccn1 (stereo not drawn) | 104 | 103 | 108 | 92 | 100 | 101 | 107 | 118 | 101
Nc1cccc2nnccc12 | 100 | 108 | 107 | 96 | 96 | 108 | 116 | 105 | 101
COc1cc(CNC(=O)/C=C/C=C/c2ccc3c(c2)OCO3)ccc1OCc1cn(-c2ccccc2[N+](=O)[O-])nn1 | 96 | 92 | 107 | 85 | 99 | 89 | 105 | . | 102
CC1(C)CC[C@]23CC[C@]4(C)[C@H](CC[C@@H]5[C@@]6(C)Cc7cn[nH]c7C(C)(C)[C@@H]6CC[C@]54C)[C@H]2[C@H]1OC3=O | 107 | 103 | 102 | 92 | 100 | 102 | 111 | 111 | 111
O=C1c2cccc(S(=O)(=O)O)c2C(=O)c2cccc(S(=O)(=O)O)c21 | 102 | 117 | 105 | . | 101 | 120 | 112 | 107 | 94
N#Cc1c(-c2ccccc2)n2c(nc1=O)SC(=O)C2 | 110 | 104 | 115 | 88 | 100 | 105 | 118 | 126 | 104
O=C(Cn1c(=O)sc2ccccc21)NNS(=O)(=O)c1ccc(Cl)cc1 | 106 | 106 | 95 | 88 | 110 | 98 | 106 | 108 | 99
O=C(Cc1ccc(/C=C/C(=O)c2ncc[nH]2)cc1)NC1CCCCC1 | 82 | 68 | 41 | 59 | 94 | 81 | 54 | 68 | 70
CC(=O)O[C@H]1C/C=C\C[C@@H](O)[C@@]2(C)O[C@@H]2CC[C@H](C)C1 | 92 | 94 | 95 | 100 | 93 | 95 | 99 | 94 | 95
OC[C@H]1O[C@@H](O[C@@H]2[C@@H](CO)O[C@](O)(CO)[C@H]2O)[C@H](O)[C@@H](O)[C@H]1O | 124 | 128 | 107 | 112 | 124 | 115 | 114 | 107 | 129
CC(=O)O[C@H]1C[C@@]2(C)[C@@H](C[C@@H](O)[C@H]3[C@@]4(C)CC[C@H](NC(=O)c5cnccn5)[C@@H](C)[C@@H]4CC[C@@]32C)/C1=C(\CCC=C(C)C)C(=O)O | 105 | 105 | 105 | 104 | . | 109 | 109 | 111 | 107
CC(=O)c1ccccc1O | 103&99&100 | 98&90&98 | 110&100&103 | 111&88&108 | 104&82&102 | 101&105&102 | 103&107&105 | 118&106&131 | 98&98&103
CCOCCOC(=O)c1ccc(C(C)C)cc1 | 116 | 108 | 112 | 118 | 111 | 106 | 123 | 114 | 121
O=C(NN=C1CCCCC1)c1ccc([N+](=O)[O-])cc1 | 102 | 99 | 90 | 98 | 96 | 107 | 102 | 97 | 104
CN1CCc2nc3sc(C(N)=O)c(N)c3c(-c3cccs3)c2C1 | 41 | 41 | 6.6* | 39 | 16 | 26 | 30 | 7.0* | 36
COc1cc(C(=O)O)cc(OC(C)=O)c1OC | 100 | 95 | 102 | 84 | . | 104 | 107 | 106 | 100
COC(=O)C1C(OC)=CC(=O)C2CCCCC21 (stereo not drawn) | 99 | . | 107 | 98 | 108 | 108 | 58 | 116 | 93
CCCCCCCCCCCCCCCCCCO | 106 | 136 | 108 | 81 | 109 | 109 | 102 | 109 | 104
Cc1c2c(cn1Cc1ccccc1)CCc1cn[nH]c1-2 | . | 106 | 79 | 98 | 101 | 84 | 101 | . | 89
CCOc1cc2c(c(OCC)c1OCC)C(=O)N[C@@H]1[C@@H](O)[C@@H](O)[C@H](O)C[C@@H]21 | 108 | 98 | 103 | 89 | 96 | 108 | 109 | 115 | 101
CCOC(=O)c1cc(C)[nH]c1C | 103 | 108 | 106 | 87 | 101 | 112 | 103 | 108 | 102
C1CNC(C2=NCCN2)=N1 | 108 | 91 | 95 | 101 | 103 | 107 | 101 | 114 | 106

Entries from the list above that contain an NH in an aromatic ring:
SMILES | NCI/ADR-RES | NCI-H322M | KM12 | NCI-H522 | NCI-H226 | IGROV1 | NCI-H460 | COLO 205 | NCI-H23
NC(=O)c1[nH]cnc1/N=N/N1CCCC1 | 99 | 113 | 111 | 95 | 90 | 96 | 94 | 93 | 99
O=C(c1nnc(NCc2ccccc2)o1)c1c[nH]c2ccccc12 | 115 | 91 | 55 | 88 | 93 | 80 | 70 | 102 | 89
FC(F)(F)c1ccc(-c2nn[nH]n2)cc1 | 102 | 110 | 102 | 111 | 111 | 123 | 108 | 106 | 94
COc1ccc(-n2c(SCCc3c[nH]c4ccccc34)nnc2-c2ccncc2)cc1 | 91 | 91 | 104 | 96 | 93 | 93 | 101 | 111 | 98
CC1(C)CC[C@]23CC[C@]4(C)[C@H](CC[C@@H]5[C@@]6(C)Cc7cn[nH]c7C(C)(C)[C@@H]6CC[C@]54C)[C@H]2[C@H]1OC3=O | 107 | 103 | 102 | 92 | 100 | 102 | 111 | 111 | 111
O=C(Cc1ccc(/C=C/C(=O)c2ncc[nH]2)cc1)NC1CCCCC1 | 82 | 68 | 41 | 59 | 94 | 81 | 54 | 68 | 70
Cc1c2c(cn1Cc1ccccc1)CCc1cn[nH]c1-2 | . | 106 | 79 | 98 | 101 | 84 | 101 | . | 89
CCOC(=O)c1cc(C)[nH]c1C | 103 | 108 | 106 | 87 | 101 | 112 | 103 | 108 | 102

Bioassay records (PubChem)

Not a hit list (roughly 12% active in at least one column).
